# EphB4 antag = EphB4-ephrin-B2 interaction antagonists, primary screen, biochemical, TNYL-RAW peptide probe, fluorescence polarization; Ephrin type-B receptor 4 (Homo sapiens), P54760; EphB4 LBD / TNYL-RAW-Alexa532 peptide; inhibition, % at 7 µM; 97,000 compounds, 0.15% hits; AID 720, 2007;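 active = inhibition above the screen-wide mean inhibition plus 3 SD, cut at about 15% in these data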;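 also: 0% = DMSO wells and 100% = excess unlabeled TNYL-RAW peptide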
# LYP act = LYP phosphatase activators, primary screen, biochemical, DiFMUP fluorescence, 2 µM. Tyrosine-protein phosphatase non-receptor type 22 (Homo sapiens), Q9Y2R2. recombinant LYP; 0 = plate median, 100 = signal doubled. activation, % at 2 µM. 96,000 compounds, 0.11% hits;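 active = activation at 2 µM above a set limit, the mean plus 5 SD, cut at about 37% in these data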
# CYP2C9 inh = blockers of cytochrome P450 2C9 activity – biochemical, luminescence, ADME assay, primary screen | CYP2C9 Supersomes, luciferin-H conversion | inhibition, % at 5 µM | 96,000 compounds, 20% hits;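 active = blocking of liver enzyme CYP2C9 beyond about 50% at 5 µM, limit read from the data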; also: values of inactives mirror those of a sister screen read the other way
# Target sequence (P11712 whole entry, looked up): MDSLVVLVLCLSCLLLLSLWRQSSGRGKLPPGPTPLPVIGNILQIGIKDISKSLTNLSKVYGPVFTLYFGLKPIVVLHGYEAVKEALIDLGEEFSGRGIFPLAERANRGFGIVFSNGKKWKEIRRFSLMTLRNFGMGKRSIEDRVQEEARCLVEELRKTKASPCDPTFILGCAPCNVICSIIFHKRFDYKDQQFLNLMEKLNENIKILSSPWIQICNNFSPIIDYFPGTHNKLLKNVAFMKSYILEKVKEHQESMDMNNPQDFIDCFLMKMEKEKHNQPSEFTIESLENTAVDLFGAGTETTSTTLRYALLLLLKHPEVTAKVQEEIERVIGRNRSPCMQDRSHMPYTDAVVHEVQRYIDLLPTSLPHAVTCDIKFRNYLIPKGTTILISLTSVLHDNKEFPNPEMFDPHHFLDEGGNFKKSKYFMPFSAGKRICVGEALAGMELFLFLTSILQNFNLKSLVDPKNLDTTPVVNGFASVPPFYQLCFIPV
# PLK1 PBD inh = Plk1 polo box domain binding inhibitors, primary screen, biochemical, fluorescence polarization; Serine/threonine-protein kinase PLK1 (Homo sapiens), P53350; Plk1 PBD phosphopeptide binding; inhibition, %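 (tested at about 20 µM)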; 97,000 compounds, 0.13% hits; in the data active = inhibition above about 34%, passing the limit was not always enough
# Target sequence (P53350 whole entry, looked up, the tested form may be a part): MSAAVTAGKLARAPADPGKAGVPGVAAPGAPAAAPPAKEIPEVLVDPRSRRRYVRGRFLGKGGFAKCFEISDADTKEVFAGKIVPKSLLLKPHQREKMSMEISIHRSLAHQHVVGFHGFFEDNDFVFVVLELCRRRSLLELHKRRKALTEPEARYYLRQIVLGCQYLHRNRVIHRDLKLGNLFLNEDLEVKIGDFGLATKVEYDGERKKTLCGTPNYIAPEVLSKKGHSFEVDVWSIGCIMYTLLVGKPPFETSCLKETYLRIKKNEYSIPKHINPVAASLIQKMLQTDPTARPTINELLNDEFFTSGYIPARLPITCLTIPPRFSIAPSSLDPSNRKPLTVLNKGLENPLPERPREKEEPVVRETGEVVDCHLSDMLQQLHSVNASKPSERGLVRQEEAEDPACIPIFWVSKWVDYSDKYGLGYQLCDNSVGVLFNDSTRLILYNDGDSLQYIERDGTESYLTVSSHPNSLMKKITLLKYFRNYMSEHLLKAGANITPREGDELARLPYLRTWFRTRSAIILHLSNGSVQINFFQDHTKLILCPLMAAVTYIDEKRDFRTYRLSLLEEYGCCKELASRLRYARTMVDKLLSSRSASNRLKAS
# HIV Rev-RRE inh = HIV-1 Rev-RRE binding inhibitors, primary screen, biochemical, FRET, protein-RNA interaction; Rev peptide-RRE RNA binding; inhibition, % at 8 µM; 97,000 compounds, 0.79% hits; AID 704, 2007;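 active = inhibition above the screen-wide mean plus 3 SD, cut at about 35% in these data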;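 also: 0% = median DMSO wells and 100% = median Neomycin B control wells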
#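 assay system = Cy5-tagged RRE RNA duplex with fluorescein-tagged Rev peptide | incubation = 5 + 15 min at 25 °C | also added = labelled Rev peptide | measure = % inhibition of FRET ratio versus controls | benchmarks = DMSO wells as 0% and neomycin B wells as 100% inhibition | measured by = FRET fluorescence readout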
# PLK1 inh = human PLK1 kinase inhibitors, primary screen, biochemical, TR-FRET; 97,000 compounds, 0.53% hits; inhibition, % at 10 µM; recombinant PLK1 kinase, TR-FRET peptide phosphorylation; AID 619, 2007; Serine/threonine-protein kinase PLK1 (Homo sapiens), P53350;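 active = inhibition of 50% or more in the single-concentration screen; inactive = inhibition below 50%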;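 also: 0% = DMSO max control and 100% = H-89 dihydrochloride min control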
# Calb biofilm kill = clotrimazole potentiators killing Candida biofilms, primary screen, with clotrimazole, Alamar Blue | C. albicans biofilm + clotrimazole | inhibition, % at 6 µM | 85,000 compounds, 0.14% hits | AID 834, 2007;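 active = inhibition above 20%; inactive = inhibition below 20%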;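 also: preformed 24 hr biofilms exposed to compound for 48 hr; 0% = biofilm without compound and 100% = blank killed by clotrimazole plus chlorhexidine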
# LYP inh 2 = PTPN22 phosphatase inhibitors, primary screen, biochemical, DiFMUP fluorescence, 2 µM. Tyrosine-protein phosphatase non-receptor type 22 (Homo sapiens), Q9Y2R2. recombinant LYP catalytic domain. inhibition, % at 2 µM. 96,000 compounds, 0.21% hits. AID 640, 2007;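 active = inhibition at 2 µM at or above a set limit, the screen mean plus 3 SD, cut at about 24% in these data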;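 also: 0% = DMSO with enzyme and 100% = enzyme fully blocked by orthovanadate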
# CYP2C9 activ = human CYP2C9 activators, primary screen, biochemical, luminescence | 96,000 compounds, 1.4% hits | recombinant CYP2C9, luciferin-H conversion; active compounds read high; factor 1 = untreated enzyme, 0 = blocked | Cytochrome P450 2C9 (Homo sapiens), P11712 | activation factor at 5 µM;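 active = activation factor of 2 or more for CYP2C9 at a 5 µM dose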;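 also: 0 = sulfaphenazole-blocked wells and 1 = vehicle-only wells; values of inactives mirror those of a sister screen read the other way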
# Starred values were filed as active, the others as inactive; . = no result given.
SMILES,EphB4 antag,LYP act,CYP2C9 inh,PLK1 PBD inh,HIV Rev-RRE inh,PLK1 inh,Calb biofilm kill,LYP inh 2,CYP2C9 activ
CC1=C(C(=O)c2ccccc2)C(c2cn(-c3ccccc3)nc2-c2ccc(Cl)cc2)NC(=S)N1 (stereo not drawn),-1.3,7.7,35.1,9.4,3.7,-7.4,3.7,-5.8,0.6
COc1ccc(C(=O)NC(=S)N2CCC(C)CC2)cc1,-12.1,1.0,-0.2,-5.2,2.8,7.1,5.7,0.0,1
O=C(CCn1c(=O)sc2ccccc21)NC1=NCCS1,6.0,1.9,.,-10.9,10.5,1.6,1.9,0.5,.
COc1cc(OC)c(NC(=O)Nc2ccc(OC)c(OC)c2)cc1Cl,5.8,-9.5,4.5,-15.3,8.7,-14.4,-4.5,9.0,1
O=C(Nc1ccc(OC(F)(F)F)cc1)c1n[nH]c(Cn2cncn2)n1,0.7,19.4,22.7,28.1,-0.8,-7.6,.,-14.6,0.8
O=C(OCc1nnc(-c2ccccc2)o1)c1cc(S(=O)(=O)N2CCOCC2)c(Cl)cc1Cl,-1.9,-14.7,33.6,-19.1,1.7,-1.8,-1.8,12.3,0.7
Cn1c(-c2ccc(F)cc2)cnc1SCC(=O)Nc1ccccc1N1CCOCC1,6.4,2.6,46.3,13.3,6.3,-8.7,6.4,-0.5,0.5
O=C(CNC(=O)c1cnccn1)Nc1ccc(F)c(F)c1F,1.2,-8.4,5.5,7.5,5.2,5.6,5.3,5.9,0.9
Cc1cc(C)c(S(=O)(=O)NCc2cn3c(C)csc3n2)cc1C,19.4*,6.7,-17.5,-0.9,9.8,-18.5,.,-7.4,1.2
O=C(CC1COc2ccccc2O1)NCc1ccccc1 (stereo not drawn),-0.4,-5.6,.,20.7,10.4,-3.0,0.9,5.1,.
COCCSc1nnc(NC(=O)COC)s1,2.2,-0.9,7.6,-5.8,5.5,-2.4,4.4,0.5,0.9
Cc1ccnc(SCC(=O)Nc2sc3c(c2C#N)CCCC3)n1,4.0,2.9,22.6,-19.5,12.8,-10.3,3.0,-4.1,0.8
CCOC(=O)c1nn(-c2ccc(Br)cc2)cc1C(=O)c1cccc2ccccc12,9.6,7.0,-19.9,-0.8,10.1,-1.4,.,-4.2,1.2
COCCn1c(C)cc(C(=O)CSc2nc3ccccc3o2)c1C,4.0,3.9,3.1,18.4,5.4,3.4,1.5,-3.3,1
Fc1cccc(NC(=S)Nc2ccc(Br)cc2)c1,-1.5,-11.4,57.6*,2.3,1.8,-8.0,.,14.8,0.4
CC1CCC(C(=O)NC(C(=O)NCc2cccnc2)C(C)C)CC1 (stereo not drawn),-6.7,8.4,66.5*,18.2,-0.2,4.7,.,-9.4,0.3
CC(C)NC(=S)NN(c1ccccc1)c1ccccc1,0.7,4.7,51.0*,12.2,4.9,-11.9,.,-1.8,0.5
CCc1cc(C(=O)OC)c(NC(=O)CCCC(=O)O)s1,8.5,-4.4,4.9,36.3,3.2,-0.4,9.7,4.4,1
COc1ccc(-c2cc(C(F)(F)F)nc(SCC(N)=O)n2)cc1,3.4,-2.5,22.1,2.1,10.2,-16.4,6.2,-0.6,0.8
O=Cc1ccc(OCc2ccccn2)cc1,-4.8,1.8,.,6.5,2.2,-11.5,6.3,-0.1,.
CCOC(=O)c1cc2sccc2n1CC(=O)c1ccc2c(c1)OCCO2,-1.6,-16.7,95.8*,7.1,11.4,-5.2,-5.5,16.2,0
N/C(COc1ccc(Cl)cc1)=N\NS(=O)(=O)c1ccccc1,-0.9,-3.7,4.3,-18.9,3.5,-8.5,.,5.1,1
Nc1nc(-c2ccccc2)cn1N,11.9,-3.1,-5.5,19.0,4.0,-8.9,.,6.3,1.1
Cc1ccccc1CS(=O)(=O)CC1(O)CCN(C(=O)c2cccc(C(F)(F)F)c2)CC1,7.5,-4.0,4.9,-14.0,5.4,-12.8,.,1.6,1
COc1cc(OC)cc(-c2nnc(SCc3cccnc3)o2)c1,-0.7,7.8,20.7,3.3,10.6,5.0,-0.3,-10.3,0.8
CC(C)CCOc1ccc(-c2c(=O)n(OCc3ccc([N+](=O)[O-])cc3)c3ccccc3[n+]2[O-])cc1,2.2,3.4,31.8,13.8,5.0,-1.9,.,0.5,0.7
Cc1nn(-c2ccccc2)c(C)c1NC(=O)COc1ccc2ccccc2c1,-11.5,10.2,-24.3,24.9,8.5,-8.5,.,-6.2,1.2
CCc1cc(=O)n2[nH]c(C)c(-c3ccccc3OC)c2n1,-1.9,-5.8,16.2,-26.1,6.9,-6.6,6.7,3.5,0.8
CC(=O)N1C(c2ccccc2)CC(=O)OC1c1ccc2c(c1)OCO2 (stereo not drawn),12.4,-7.1,14.0,-11.5,1.3,-8.8,2.1,7.5,0.9
NC(=O)CSc1nnc(-c2cc(-c3cccs3)nc3ccccc23)o1,9.4,0.7,32.6,21.2,0.6,-4.5,.,-2.1,0.7
O=c1c2ccccc2c(C=Nc2cccc(O)c2)c(O)n1-c1ccc2c(c1)OCO2,-0.3,9.3,41.2,9.1,-2.1,-16.6,.,-5.6,0.6
C=CCNC(=S)NNC(=O)c1cccn(Cc2ccc(Cl)c(Cl)c2)c1=O,-3.7,-25.1,0.4,-5.0,-5.3,-18.6,.,27.6*,1
COC(=O)c1c(C)[nH]c(C(=O)COC(=O)Cc2ccc3c(c2)OCCO3)c1C,-13.0,11.7,81.2*,-2.7,14.1,-14.5,10.6,-13.8,0.2
CCOC(=O)N1CCN(S(=O)(=O)c2ccc(OC)c(Cl)c2)CC1,5.4,-1.8,-46.3,-7.7,10.2,-4.2,-0.2,1.1,1.5
CCOc1c2ccc(C(=O)NCc3ccc(OC(F)(F)F)cc3)cc2nn1C,-5.1,10.0,19.0,-15.8,3.6,-9.4,.,-7.3,0.8
COc1cc(C(=O)N/N=C/c2ccsc2C)cc(OC)c1OC,0.5,-4.7,2.9,10.2,4.2,-17.1,.,7.2,1
COCCCn1c(SCC(=O)N2CC(=O)Nc3ccccc32)nnc1-c1ccoc1C,1.8,-1.1,14.3,13.6,9.2,5.4,10.1,-0.2,0.9
CNC(=S)N1N=C(c2ccc(C)cc2)CC1c1ccc(Br)cc1 (stereo not drawn),4.2,-7.8,91.9*,-8.7,-3.4,0.3,-2.7,7.4,0.1
Cc1ccccc1OC(=O)CCC(=O)OCCCC(F)(F)C(F)(F)F,-3.3,4.1,41.0,-4.5,1.7,-14.3,10.2,-6.1,0.6
COc1ccc(CCNC(=O)CSc2nncn2N)cc1OC,-7.7,2.4,8.0,4.1,9.2,-12.8,-7.4,1.6,0.9
COC(=O)c1nc(NC(C)=O)n[nH]1,2.5,4.5,-12.4,-29.3,6.0,-2.4,-1.4,-5.6,1.1
CC(=O)/C(=N/Nc1ccccc1C)N1CCOCC1,3.4,10.4,-3.0,4.2,-0.8,-5.1,.,-5.9,1
C/C(=N\OC(=O)c1ccc(C)cc1)c1sc(C)nc1C,4.5,-3.4,-13.1,18.3,-0.8,16.5,-0.4,4.2,1.1
Cc1cc(C(=O)CSc2nnc(-c3cccnc3)n2-c2ccccc2)c(C)n1CC1CCCO1 (stereo not drawn),2.0,2.3,15.4,-44.3,-5.5,-10.3,.,-2.7,0.8
Cn1c(=O)c2c(nc(SCC(=O)NCc3ccc4c(c3)OCO4)n2Cc2ccccc2)n(C)c1=O,0.4,-2.8,5.8,3.4,7.9,-10.5,3.3,2.1,0.9
CC(=O)Cn1c(N2CCC(Cc3ccccc3)CC2)nc2c1c(=O)[nH]c(=O)n2C,6.4,-7.4,16.2,11.3,6.3,-11.2,-1.8,5.2,0.8
O=C(N/N=C/c1c[nH]c2ccccc12)c1ccn(Cc2ccc(Cl)cc2)n1,-5.9,3.2,1.8,14.8,3.2,-9.0,.,0.5,1
Cn1c(SCc2ccc(C#N)cc2)nnc1-c1ccccc1,9.4,4.9,20.4,-3.5,7.2,-3.7,-0.1,-6.8,0.8
Cn1c(SCC(=O)N2CCCc3ccccc32)nc2ccccc2c1=O,-2.2,-3.1,.,-10.2,3.7,1.9,2.4,2.1,.
CCCNC(=O)c1cn(CC)c2cc(N3CCN(C)CC3)c(F)cc2c1=O,-8.5,-0.7,3.3,1.8,-0.4,0.3,3.5,3.3,1

# The results go on:
SMILES,EphB4 antag,LYP act,CYP2C9 inh,PLK1 PBD inh,HIV Rev-RRE inh,PLK1 inh,Calb biofilm kill,LYP inh 2,CYP2C9 activ
CCOC(=O)c1sc(N)nc1C(C)(C)C,-2.3,3.2,42.3,1.3,0.9,4.7,.,1.0,0.6
CC1=C(C(=O)N2CCOCC2)C(c2ccccc2F)C2=C(CC(C)(C)CC2=O)N1 (stereo not drawn),-5.6,13.4,-1.2,3.2,-1.7,-0.1,.,-16.3,1
Cc1[nH]c2ccccc2c1C(=O)CN1CCC(C(N)=O)(N2CCCCC2)CC1,-7.0,-3.9,16.5,-17.5,0.8,-5.0,5.1,0.9,0.8
N/C(CCN1CCCCC1)=N/O,1.4,-2.2,-10.6,9.0,5.6,-7.3,-0.9,-2.0,1.1
Nc1c(C(=O)NCc2ccco2)nnn1Cc1ccccc1,-0.6,-4.6,16.3,2.8,5.9,-5.7,6.4,5.2,0.8
COc1ccc(OC(C)C(=O)N2CCN(c3ccccn3)CC2)cc1 (stereo not drawn),-3.1,2.1,29.8,0.1,2.1,-4.0,8.7,-0.7,0.7
COc1ccc(Cc2nnc(SCC(=O)N3CCN(c4ccccc4)CC3)o2)cc1,7.2,-7.8,4.7,-3.0,15.4,-9.0,.,7.1,1
CCc1ccccc1OCCCOc1ccc(OC)cc1,-3.6,1.1,-12.7,-25.5,19.1,-14.2,.,1.6,1.1
Cc1ccccc1CN1CCNC1=O,-4.0,5.2,23.0,-6.1,2.5,-12.3,6.9,-11.3,0.8
CCC(=O)Oc1oc(-c2ccccc2)nc1C=Nc1ccccc1OC,1.0,-9.8,2.8,3.1,9.2,-8.3,0.2,6.0,1
CCN(CC)S(=O)(=O)c1ccc(S(=O)(=O)Nc2ccc3c(c2)oc2ccccc23)cc1,1.8,-0.9,99.5*,10.3,12.0,-4.3,-1.8,3.1,0
COCCN(C(=O)Cc1cccs1)c1nnc(-c2cccnc2)s1,-6.2,0.1,13.2,9.1,-2.1,-3.4,7.0,-2.8,0.9
CCOc1ccc(Cl)cc1S(=O)(=O)N1CCN(c2ccc(F)cc2)CC1,1.9,-7.4,-142.9,4.0,19.6,-7.4,7.4,6.1,2.4*
c1ccc(CCCNc2ncccn2)cc1,1.1,-2.2,.,-5.0,-0.5,-8.3,4.5,4.8,.

# Sorted by the number under PLK1 inh (falling): some entries from above
canonical_smiles	PLK1 inh
CCN(CC)S(=O)(=O)c1ccc(S(=O)(=O)Nc2ccc3c(c2)oc2ccccc23)cc1	-4.3
CCOc1ccc(Cl)cc1S(=O)(=O)N1CCN(c2ccc(F)cc2)CC1	-7.4
c1ccc(CCCNc2ncccn2)cc1	-8.3

# Compound activity: PubChem, several laboratories
